SUMO1 PPI mod: modulators of human SUMO1-mediated protein-protein interactions | P63165 | SUMO1 binding to a labelled peptide, TR-FRET, 1 h | inhibition, % at 20 µM | 360,000 compounds, 0.33% hits; in the data active means inhibition above about 37%
Target sequence (P63165 whole entry, looked up): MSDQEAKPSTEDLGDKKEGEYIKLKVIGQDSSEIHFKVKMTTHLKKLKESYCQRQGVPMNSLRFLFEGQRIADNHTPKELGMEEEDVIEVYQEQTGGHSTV
NadD block: blocks S. aureus nicotinate mononucleotide adenylyltransferase; purified NadD enzyme, colorimetric absorbance read-out; inhibition, % at 20 µM; 360,000 compounds, 0.78% hits; AID 602399; in the data active means inhibition above about 26%; further: some compounds past the cut are filed as inactive
MsrA inh: inhibits bovine methionine sulfoxide reductase A. purified bovine MsrA, absorbance read-out. inhibition, % at 15.5 µM. 360,000 compounds, 0.75% hits. AID 651718; in the data active means inhibition above about 4.5%;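 further: 0% = vehicle wells with enzyme and 100% = reference inhibitor wells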
LMPTP block: blocks human LMPTP phosphatase | recombinant LMPTP-A, OMFP fluorogenic substrate, fluorescence intensity | 360,000 compounds, 0.22% hits | P24666 | inhibition, % at 20 µM;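 active means compounds that cut the enzyme signal by at least half of the control window in the single-dose screen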;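 further: plate controls were DMSO wells with enzyme plus substrate for no effect and substrate without enzyme for full effect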
Target sequence (P24666 whole entry, looked up): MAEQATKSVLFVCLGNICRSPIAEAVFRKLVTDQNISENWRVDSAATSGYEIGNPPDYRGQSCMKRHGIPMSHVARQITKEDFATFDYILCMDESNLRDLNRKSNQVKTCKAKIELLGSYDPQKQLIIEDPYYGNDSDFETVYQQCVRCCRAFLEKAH
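Assay system: LMPTP-A enzyme. Input: 0.625 nM LMPTP-A final. Probe or stimulus: 400 µM OMFP. Compound dosing: single 20 µM dose. Schedule: 50 min dark incubation at room temperature. Detection: fluorescence intensity of OMFP turnover product. Read-out: percent inhibition versus substrate-only and uninhibited controls. Benchmarks: no-enzyme low control, uninhibited high control.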
Rpn11 block: Rpn11 (human) deubiquitinase inhibition; O00487; human 26S proteasome, Ub4-pepOG fluorescence polarization; 20S core pre-blocked with epoxomicin; calls only at 20 µM; 360,000 compounds, 0.59% hits;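 active means inhibition at 20 µM, scaled to each plate's controls, above about 33%, limit read from the data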
DNMT1 block: blocks human DNA methyltransferase DNMT1; DNMT1 molecular beacon, Hinp1I cleavage, fluorescence; AID 588458; 360,000 compounds, 0.83% hits; inhibition (reported as % activation of signal), % at 10 µM; P26358; in the data active means inhibition above about 50%
STEP block: inhibitors of human striatal-enriched phosphatase STEP; recombinant STEP, OMFP fluorogenic substrate, fluorescence; P54829; 360,000 compounds, 0.25% hits; inhibition, % at 20 µM; AID 588621;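 active means inhibition at 20 µM, scaled per plate between control wells, above about 37%, limit read from the data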;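 further: 0% = DMSO with enzyme and substrate and 100% = substrate only without enzyme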
Target sequence (P54829 whole entry, looked up): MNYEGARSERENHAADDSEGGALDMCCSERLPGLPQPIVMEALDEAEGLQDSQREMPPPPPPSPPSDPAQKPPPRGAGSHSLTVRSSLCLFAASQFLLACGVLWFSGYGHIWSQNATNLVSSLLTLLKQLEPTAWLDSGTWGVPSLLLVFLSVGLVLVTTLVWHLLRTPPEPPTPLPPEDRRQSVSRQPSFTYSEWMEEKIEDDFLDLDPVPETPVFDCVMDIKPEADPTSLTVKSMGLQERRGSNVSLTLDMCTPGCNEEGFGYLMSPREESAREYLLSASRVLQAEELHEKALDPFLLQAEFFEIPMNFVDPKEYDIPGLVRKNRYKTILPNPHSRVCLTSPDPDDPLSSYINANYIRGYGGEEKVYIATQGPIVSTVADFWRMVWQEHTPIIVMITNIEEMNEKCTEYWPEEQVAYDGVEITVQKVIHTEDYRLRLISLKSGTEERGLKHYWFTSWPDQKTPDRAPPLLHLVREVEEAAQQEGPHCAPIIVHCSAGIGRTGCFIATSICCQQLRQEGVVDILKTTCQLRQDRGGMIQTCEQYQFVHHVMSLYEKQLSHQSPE
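System: STEP (striatal-enriched tyrosine phosphatase) enzyme, cell-free; medium: Bis-Tris pH 6.0 buffer with DTT, detergent; dosing: 20 µM, 1% DMSO; times: reaction 20 min, ambient temperature; detection: fluorescence, 480/540 nm; read-out basis: normalized % inhibition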
TbMetRS inhib: blocks T. brucei methionyl-tRNA synthetase activity | purified T. brucei MetRS, ATP depletion, Kinase-Glo luminescence | inhibition, % at 11.9 µM | 360,000 compounds, 0.4% hits | AID 624268;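 active means inhibition above a per-plate cutoff of the control wells' mean inhibition plus 3 SD, cut at about 5.5% in these data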;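 further: 0% = DMSO wells median and 100% = median of wells with control inhibitor compound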
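Test system: purified T. brucei MetRS enzyme. Also added: ATP, methionine and E. coli bulk tRNA substrates. Compound: 11.9 µM single point. Schedule: 15 min enzyme-compound preincubation, 2 h reaction, 10 min detection, 25 °C. Signal: luciferase luminescence of residual ATP, Kinase-Glo. Evaluation: percent inhibition versus plate control medians. Controls: DMSO wells, low control.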
CSN deneddyl inh: blocks human CSN-mediated cullin deneddylation; Q92905; Purified CSN, SCF-Nedd8-OG deneddylation, fluorescence polarization; inhibition, % at 12.5 µM; 360,000 compounds, 0.38% hits; AID 651999;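 active means pattern-corrected inhibition above about 35%, with an unprinted fluorescence ratio check between 0.5 and 1.5, limit read from the data, passing the limit was not always enough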;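 further: 0% = enzyme with substrate and 100% = substrate without enzyme; some results filed as inactive read as strong as hits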
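Assay system: HEK293T-derived human Csn5 enzyme; quantity: 0.24 nM enzyme; medium: Tris/NaCl/DTT buffer, pH 7.5; also added: substrate SCFSkp2-Nedd8OG, 10 nM; doses: 12.5 µM compound; schedule: 90 min reaction at room temperature; signal: FP; read-out: % inhibition of substrate cleavage by Csn5; benchmarks: substrate-only high control, full reaction low control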
Scp1 inh: Scp-1 (human) phosphatase inhibition; Q9GZU7; Recombinant Scp1, phosphopeptide, malachite green phosphate absorbance; inhibition, % at 20 µM; 340,000 compounds, 0.88% hits;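 active means inhibition above about 50% at 20 µM, limit read from the data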;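 further: plate controls were DMSO wells with enzyme for no effect and wells lacking enzyme for full effect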
Target sequence (Q9GZU7 76-261 limits assumed): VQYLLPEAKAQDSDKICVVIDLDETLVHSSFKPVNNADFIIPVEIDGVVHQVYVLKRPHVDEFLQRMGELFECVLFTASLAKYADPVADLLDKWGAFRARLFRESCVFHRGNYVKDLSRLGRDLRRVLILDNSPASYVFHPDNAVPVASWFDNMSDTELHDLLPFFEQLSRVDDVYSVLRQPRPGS
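System: truncated SCP-1 phosphatase (76-261aa); medium: Tris acetate buffer pH 5.5 with MgCl2 and Tween-20; incubation: 45 min room-temperature reaction, 5 min colour, 30 min stabiliser; compound: single 20 µM dose, 1% DMSO; reagent: Phosphorylated 17-residue peptide substrate; read-out: % inhibition at 20 µM; technique: colorimetric free-phosphate detection, absorbance 630 nm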
An asterisk follows results filed as active; i = inactive; · = no result given.

Order of results – MsrA inh, SUMO1 PPI mod, NadD block, DNMT1 block, LMPTP block, Rpn11 block, CSN deneddyl inh, TbMetRS inhib, STEP block, Scp1 inh
1. O=C(c1ccc(C(F)(F)F)cc1)C1CCCN(C(=O)c2csnn2)C1 (configuration not stated)
    -0.1, 2, -2, 2, -0.3, i, -1, -0.7, 1, -2
2. C#CCOCCOCCOCCNc1nc(N2CCOCC2)nc(N2CCN(C(=O)Cn3cc(CCCCN)nn3)CC2)n1
    1.0, 1, 0, 4, -5.6, i, 0, 0.1, 4, -4
3. OC(c1ccco1)c1nc(-c2cccs2)cs1 (configuration not stated)
    -2.0, -4, -4, -5, -0.5, i, 12, -0.1, 2, ·
4. COc1ccccc1NC(=O)CSc1nnc(C2CCCCC2)n1C
    -0.8, -1, -2, 3, -0.6, i, -4, -0.9, -3, 1
5. [O-]c1c[n+](-c2ccc(-[n+]3cc([O-])on3)cc2)no1
    0.0, -15, 4, 5, 4.1, i, 0, -0.4, 1, 18
6. Cn1ccc2c(N(Cc3ccccc3)Cc3ccccc3)cc3c(c21)C1CCC3O1 (configuration not stated)
    1.7, -25, 17, -23, 3.0, i, 84*, -0.1, 0, ·
7. Cc1ccc(OCCCCNC(C)c2ccccc2)c(C)c1 (configuration not stated)
    -1.3, -8, -3, 1, -1.5, i, -3, 0.2, 0, -3
8. CC(=O)Nc1ccc(N2C(=O)c3cccc(NC(C)=O)c3C2=O)cc1
    0.7, -23, 8, -3, -0.3, i, -2, -0.2, -1, -4
9. O=C(Cn1cnc2ccccc2c1=O)Nc1nnc(SCc2ccc(Cl)cc2)s1
    0.2, 1, 0, 2, 4.7, i, 5, -0.5, -1, -2
10. CS(=O)(=O)N(CC(=O)N1CCN(Cc2ccccc2)CC1)c1ccc(F)cc1
    -1.1, 2, -1, 18, -1.9, i, 3, -0.2, -1, -2

Of the compounds above, these contain an aryl thioether with sulfur outside any ring.
Order of results – MsrA inh, SUMO1 PPI mod, NadD block, DNMT1 block, LMPTP block, Rpn11 block, CSN deneddyl inh, TbMetRS inhib, STEP block, Scp1 inh
4. COc1ccccc1NC(=O)CSc1nnc(C2CCCCC2)n1C
    -0.8, -1, -2, 3, -0.6, i, -4, -0.9, -3, 1
9. O=C(Cn1cnc2ccccc2c1=O)Nc1nnc(SCc2ccc(Cl)cc2)s1
    0.2, 1, 0, 2, 4.7, i, 5, -0.5, -1, -2

(listing goes on)
Order of results – MsrA inh, SUMO1 PPI mod, NadD block, DNMT1 block, LMPTP block, Rpn11 block, CSN deneddyl inh, TbMetRS inhib, STEP block, Scp1 inh
11. CCNc1nc(NCC)nc(Oc2ccc(N)cc2)n1
    -0.9, -2, -5, -15, -3.0, i, 4, -0.7, -2, 7
12. O=C(NCc1nc2ccccc2[nH]1)C1=C[C@@H](c2csc3ccccc23)C[C@@H](OCc2ccc(CO)cc2)O1
    2.7, -11, 34*, -17, 2.4, i, 6, 41*, 0, 2
13. CCOC(=O)c1ccc(NC(=S)N2CCSC2c2c(F)cc(F)cc2F)cc1 (configuration not stated)
    -0.6, -1, -1, 3, -1.8, i, 3, -1.2, -3, -11
14. Cc1sc2ncnc(-n3nnc4ccccc43)c2c1C
    0.4, 0, 3, 2, -1.3, i, -1, 0.0, 0, -5
15. COc1cc(C(=O)NCc2ccco2)c(Br)c(OC)c1OC
    -0.6, 11, -4, 8, 0.3, i, 3, -0.2, -1, 0
16. CCOC(=O)CNC(=O)c1ccc(Cl)s1
    1.0, 3, -5, 2, -1.3, i, -4, -0.1, -2, -6
17. COCCN1CSC(=S)N(Cc2ccco2)C1
    -0.2, -3, -4, -8, -0.8, i, 5, -0.7, 2, -4
18. CN(c1ccccc1)S(=O)(=O)c1cccc(NC(=O)c2cc3ccccc3oc2=O)c1
    -0.3, -2, 8, 24, 0.6, i, 3, 0.1, 11, -7
19. Cc1cc(C)c(C(=O)COC(=O)Cn2nc(-c3ccccc3)oc2=O)cc1C
    -1.0, -4, -4, 2, 3.1, i, -8, -0.2, 4, -15
20. Cc1cccc(-c2nc(CS(=O)CC(=O)NCCc3ccc(Cl)cc3)c(C)o2)c1 (configuration not stated)
    -0.3, 6, -4, -5, 0.8, i, 3, -1.2, -2, 5

New compounds follow:
Order of results – MsrA inh, SUMO1 PPI mod, NadD block, DNMT1 block, LMPTP block, Rpn11 block, CSN deneddyl inh, TbMetRS inhib, STEP block, Scp1 inh
21. O=C(O)C1CCCN(S(=O)(=O)c2ccc(-c3ccc(=O)[nH]n3)s2)C1 (configuration not stated)
    0.7, -15, -2, 0, -0.5, i, 1, 0.2, 0, 1
22. O=C(COC(=O)COc1ccccc1)Nc1ccc(Br)cc1Br
    0.1, 33, -2, 4, -0.8, i, -5, -0.3, -2, 0
23. COc1ccc(S(=O)(=O)Oc2ccccc2C(N)=O)cc1
    -0.3, -4, -2, 0, -0.7, i, 1, 0.0, 1, -4
24. NC(=O)CSc1nnc(Cc2csc(Nc3ccccc3)n2)n1Cc1ccccc1
    1.0, 2, 1, -1, -0.8, i, 0, 9.0*, 1, -3
25. O=C(/C=C/c1ccccc1)c1ccccn1
    1.1, -6, 9, -2, -0.7, i, 8, 0.4, 7, -5
26. O=C(CSc1ccc(F)cc1)Nc1ccccc1N1CCOCC1
    0.6, 2, -4, -4, 0.3, i, 5, -0.1, 1, -5
27. N#Cc1cc2c(nc1SCc1cccnc1)CCCC2
    0.5, -3, 1, 1, 0.5, i, 4, -0.2, -1, -1
28. O=C(N/N=C/c1ccoc1)c1ccc(Cl)cc1
    -0.7, -1, -4, 9, 0.8, i, 4, 0.2, 0, 11
29. CCOc1ccc(/C=N/NC(=S)NC2CC3CC2C2C=CCC32)cc1 (configuration not stated)
    3.0, 1, -1, -5, 2.6, i, 0, -0.6, 0, -18
30. COc1cccc(CC(O)CC2c3c(cc4c(c3OC)OCO4)CCN2C)c1 (configuration not stated)
    -0.4, -1, -9, -2, -0.5, i, 3, -0.4, -2, -10

The list continues.
Order of results – MsrA inh, SUMO1 PPI mod, NadD block, DNMT1 block, LMPTP block, Rpn11 block, CSN deneddyl inh, TbMetRS inhib, STEP block, Scp1 inh
31. O=C(COC(=O)c1ccc2ncsc2c1)Nc1ccccc1Cl
    0.3, 4, 1, 1, 0.1, i, 1, -0.2, 0, -7
32. COc1ccc(N=C2SCC(c3ccc([N+](=O)[O-])cc3)=NN2CCO)cc1
    1.8, -26, 0, 2, 1.6, i, 3, -0.2, -3, 5
33. C[C@H](O)[C@@H]1CN2CCc3c([nH]c4ccc(-c5ccc6c(c5)OCO6)cc34)[C@@H]2C[C@@H]1N(C)C(=O)Nc1ccc(F)cc1
    0.5, -67, 13, -26, 0.9, i, 7, 0.1, 3, ·
34. O=C(NCc1ccco1)c1cccc(NS(=O)(=O)c2cccc(F)c2)c1
    0.9, 0, -1, 28, -0.6, i, -6, 0.9, 1, -3
35. CC(C)C[C@H]1CN(CCCC[C@@H]2CNC(=O)C(=O)N2CCc2ccccc2)C(=O)C(=O)N1CCC1CCCCC1
    0.7, 2, 19, ·, 0.5, ·, -7, -2.0, ·, ·
36. Cc1ccnc(SC2CC(=O)N(c3ccc(Br)cc3)C2=O)n1 (configuration not stated)
    -0.6, 4, -2, -2, -0.3, i, 0, -0.5, 1, -12
37. CN(CC(=O)Nc1ccc(F)c(F)c1F)C(=O)c1cc(S(=O)(=O)N(C)C)ccc1N1CCCC1
    1.1, -12, 10, 1, -8.9, i, -1, -0.1, -2, -7
38. COc1ccc(/C(C)=N/NC(=O)c2nnn(-c3nonc3N)c2-c2cccs2)cc1OC
    1.2, -5, 2, 14, -0.1, i, 9, -0.5, -4, -8
39. CC(=O)Nc1sc2c(c1C(c1ccncc1)N1CCOCC1)CCCC2 (configuration not stated)
    1.0, -2, -2, -3, -1.1, i, 0, -0.3, -3, -3
40. Cc1ccccc1SCC(=O)Nc1cc(C(F)(F)F)ccc1N1CCOCC1
    ·, 5, 9, -1, 4.7, i, 4, -0.4, 0, -4

Continuation.
Order of results – MsrA inh, SUMO1 PPI mod, NadD block, DNMT1 block, LMPTP block, Rpn11 block, CSN deneddyl inh, TbMetRS inhib, STEP block, Scp1 inh
41. CCc1ccccc1NC(=O)NC1CCCCC1
    -1.1, 0, 0, 3, -0.2, i, 0, -1.4, -1, -8
42. CCOC(=O)CCCCCC(=O)Nc1ccc2c(c1)C(=O)N([C@H](C)CO)C[C@@H](C)[C@H](CN(C)S(=O)(=O)c1cn(C)cn1)O2
    0.0, 3, -3, 3, -1.7, i, -5, 0.3, 1, -4
43. COc1ccc(C(=O)OCCN2CCOCC2)cc1
    2.0, 0, 5, 3, -1.4, i, -4, -0.5, -2, -5
44. O=C(c1ccc(Br)cc1)N(Cc1nc2ccccc2c(=O)[nH]1)C1CCCC1
    -1.6, 1, 2, -4, 0.2, i, 6, -0.2, 2, 13
45. Cc1cccc(-c2nc(CS(=O)CC(=O)NC3CCCC(C)C3C)c(C)o2)c1 (configuration not stated)
    0.6, 5, 3, 0, -0.7, i, -4, -0.4, 2, -9
46. CC(=O)NC(Cc1ccccc1C)C(=O)NC1CCN(c2nnnn2-c2ccccc2)CC1 (configuration not stated)
    0.7, 5, -3, -1, 0.9, i, 1, -0.4, -2, 4
47. COc1ccc(C2CC(C(F)(F)F)n3ncc(C(=O)Nc4c(C)n(C)n(-c5ccccc5)c4=O)c3N2)cc1 (configuration not stated)
    2.4, 1, 12, -2, 0.9, i, 1, -0.2, -4, -5
48. CC(C)CC1C(=O)N(Cc2cn(Cc3ccco3)nn2)CCS(=O)(=O)N1Cc1ccc(-c2cccc(CO)c2)cc1 (configuration not stated)
    -1.0, 7, 13, -4, 2.9, i, 10, 0.9, 0, ·
49. COc1ccccc1NC(=O)COc1ccc2c(c1)OCO2
    -0.5, 11, -4, 2, 0.3, i, 3, -0.6, -1, -8
50. Cc1cccc(C)c1NC(=O)c1ccc(-n2cncn2)nc1
    0.6, -3, -4, 2, -2.7, i, -8, -0.6, -3, 10

Assay outcomes deposited in PubChem BioAssay by several laboratories.
